HTR5A inv ag: counter-screen for OPRM1-OPRD1 inverse agonists: human HTR5A inverse agonism. AID 504634. HTR5A cell line, luminescence. inhibition, % at 9.3 µM. 340,000 tested, 0.083% active; in the data active = inhibition mostly above about 23%, no sharp cut-off; inactive = mostly below about 18%;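 also: 0% = cells with DMSO and 100% = no-cell wells with DMSO; some compounds called inactive have numbers as strong as hits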
Target sequence (P47898 whole entry, looked up): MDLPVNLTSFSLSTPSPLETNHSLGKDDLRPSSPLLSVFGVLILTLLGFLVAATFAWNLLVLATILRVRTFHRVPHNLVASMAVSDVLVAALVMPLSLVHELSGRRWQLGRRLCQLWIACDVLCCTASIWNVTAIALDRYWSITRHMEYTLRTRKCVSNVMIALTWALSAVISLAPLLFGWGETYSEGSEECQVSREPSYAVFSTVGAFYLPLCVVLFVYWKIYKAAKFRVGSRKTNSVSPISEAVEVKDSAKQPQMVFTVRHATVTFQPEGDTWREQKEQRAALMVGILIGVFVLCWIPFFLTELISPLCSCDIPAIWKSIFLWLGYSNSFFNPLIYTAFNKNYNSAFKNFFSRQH
Cardiac RTF inh: cardiac RTF calcium desensitization; P19429+P45379; 340,000 tested, 0.12% active; IANBD-labeled cardiac RTF, Ca2+ fluorescence; inhibition, % at 7.15 µM;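 active = inhibition above the mean inhibition of all tested compounds plus 3 SD, cut at about 17% in these data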;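 also: assay run at fixed EC70 calcium of 1.6 mM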
V-ATPase pHluor: yeast V-ATPase proton transport regulation by pHLuorin; response, % at 10 µM; S. cerevisiae, pHLuorin cytosolic pH fluorescence; 350,000 tested, 0.37% active; in the data active = response mostly above about 7.3%, no sharp cut-off; inactive = mostly below about 5.4%; also: actives read high; inactives centre near 0; some compounds called inactive have numbers as strong as hits; reference of the scale not given here
HTR5A ag ctr: HTR5A agonism, opioid heterodimer counter-screen; P47898; HTR5A agonist assay, luminescence, cell-based; activation, % at 9.3 µM; 340,000 tested, 0.61% active; AID 504692; in the data active = activation mostly above about 9.5%, no sharp cut-off; inactive = mostly below about 7.6%;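 also: 0% = cells with vehicle only and 100% = reference agonist; strong numbers were not always called active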
CAL PDZ FP: CAL PDZ (human) peptide binding inhibition; 300,000 tested, 0.92% active; inhibition, % at 24.9 µM; purified CAL PDZ, TMR-peptide fluorescence polarization, 1 h; AID 602252;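 active = mean inhibition of at least 30% with at least half of replicates also reaching 30%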;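 also: 0% = DMSO neutral control and 100% = excess unlabeled competitor peptide PRC23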
C-LANA FP: KSHV C-LANA DNA binding inhibition; MBP-C-LANA/FAM-LBS DNA binding, fluorescence polarization; inhibition, % at 9 µM; 340,000 tested, 0.078% active; AID 504423;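 active = highest replicate inhibition at or above 60% at 9 µM, even if other replicates fall short; inactive = all replicates below 60% inhibition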;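 also: 0% = neutral control wells and 100% = 4 µM acridine orange control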
Keap1-Nrf2 PPI: Keap1-Nrf2 (human) interaction inhibition. 340,000 tested, 0.15% active. Keap1 Kelch-Nrf2 peptide fluorescence polarization, 1536-well. AID 504523. inhibition, % at 9.4 µM; in the data active = inhibition above about 12%;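 also: human Keap1 Kelch domain with fluorescein labeled Nrf2 9mer peptide probe; 0% = neutral control wells and 100% = peptide positive control; higher means more block of Keap1 binding to Nrf2 peptide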
Target sequence (Q14145 whole entry, looked up, the tested form may be a part): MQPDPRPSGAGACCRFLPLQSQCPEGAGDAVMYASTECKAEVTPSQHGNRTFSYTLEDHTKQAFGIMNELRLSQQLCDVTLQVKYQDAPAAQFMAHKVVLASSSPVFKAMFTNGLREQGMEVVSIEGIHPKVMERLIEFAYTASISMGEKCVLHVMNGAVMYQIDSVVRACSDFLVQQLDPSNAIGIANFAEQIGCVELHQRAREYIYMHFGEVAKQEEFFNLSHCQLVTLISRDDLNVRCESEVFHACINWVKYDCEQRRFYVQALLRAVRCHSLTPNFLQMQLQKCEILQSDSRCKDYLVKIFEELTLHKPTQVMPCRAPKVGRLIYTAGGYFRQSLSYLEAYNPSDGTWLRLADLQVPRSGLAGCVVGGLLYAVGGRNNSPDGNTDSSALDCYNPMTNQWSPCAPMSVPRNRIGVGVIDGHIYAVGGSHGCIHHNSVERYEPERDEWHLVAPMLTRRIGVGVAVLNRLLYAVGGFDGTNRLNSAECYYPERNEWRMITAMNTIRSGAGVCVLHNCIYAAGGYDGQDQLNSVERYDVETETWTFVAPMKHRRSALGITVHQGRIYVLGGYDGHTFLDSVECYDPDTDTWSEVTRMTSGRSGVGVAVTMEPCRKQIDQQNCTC
cardiac RTF act: cardiac RTF calcium sensitization. IANBD-labeled TnC RTF fluorescence at EC20 calcium; 0% EC20 calcium, 100% full calcium. activation, % at 7.2 µM. 340,000 tested, 0.24% active. AID 493008. P19429+P45379;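 active = activation above the mean over all tested compounds plus 3 SD, cut at about 30% in these data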;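 also: rise in fluorescence read as greater calcium sensitivity of cardiac thin filaments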
OPRM1-OPRD1 inv: inverse agonists of human mu-delta opioid receptor heterodimerization. AID 504357. inhibition, % at 9.3 µM. 340,000 tested, 0.21% active. cell-based MOR-DOR heterodimer luminescence, inverse agonism. P35372+P41143; in the data active = inhibition above about 22%, passing the limit was not always enough;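 also: 0% = cells with DMSO and 100% = wells without cells with DMSO; values of inactives mirror those of a sister screen read the other way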
MOR-DOR ag: agonists of human mu-delta opioid receptor heterodimerization | P35372+P41143 | cells, OPRM1-OPRD1 heterodimerization, luminescence | activation, % at 9.3 µM | 340,000 tested, 0.3% active | AID 504326; in the data active = activation above about 18%;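 also: 0% = vehicle-treated cells and 100% = reference agonist; values of inactives mirror those of a sister screen read the other way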
Active calls of the source: *; · = no result given.

#	mol	HTR5A inv ag	Cardiac RTF inh	V-ATPase pHluor	HTR5A ag ctr	CAL PDZ FP	C-LANA FP	Keap1-Nrf2 PPI	cardiac RTF act	OPRM1-OPRD1 inv	MOR-DOR ag
1	Cc1ccc(S(=O)(=O)N2CN(CC3CCCO3)c3nc4ccccc4nc32)cc1 (configuration not stated)	-5	-1	-1	2	-2	-0.9	-6	5	16	-3.3
2	CC(OC(=O)c1cccc(-n2cnnn2)c1)C(=O)NC1(C#N)CCCCC1 (configuration not stated)	-1	-1	-2	0	-5	-0.7	1	-6	16	-3.9
3	CCNC(=O)NC(=O)C(C)OC(=O)C1CCN(S(=O)(=O)c2ccccc2F)CC1 (configuration not stated)	7	1	-4	5	-3	2.2	-1	1	8	-1.5
4	O=C(O)CC(SCC(=O)NC1CCCc2ccccc21)C(=O)O (configuration not stated)	1	1	-2	0	2	-17	0	2	22	-4.1
5	O=C(COc1ccccc1)Nc1ccc2c(c1)C(=O)N(CC1CCCO1)C2=O (configuration not stated)	14	-9	-2	-5	-7	-0.3	1	0	-15	2.8
6	CCCC(=O)Nc1nc(C)c(-c2csc(Nc3ccc(Cl)cc3)n2)s1	-21	3	-16	2	4	0.1	-1	-3	-11	2.1
7	O=C(Nc1cccc(F)c1)c1cc(S(=O)(=O)N2CCOCC2)ccc1N1CCCC1	14	0	-1	-5	·	0.4	3	-4	13	-3.0
8	COc1ccc(C(=O)COC(=O)CNC(=O)c2ccc(OC)cc2)cc1	-15	-2	-2	-2	·	-0.8	2	0	1	-0.3
9	Cc1c(C)c(C)c(S(=O)(=O)N2CCC3(CC2)OCCO3)c(C)c1C	-3	-6	-5	-2	1	1.4	3	-3	-9	1.7
10	COc1ccc2[nH]c3c(=O)n(N)c(=O)[nH]c3c2c1	2	-11	3	0	-2	1.2	-7	-6	-6	1.1
11	O=C1COc2ccc(S(=O)(=O)CCC(=O)NC3CCCCC3)cc2N1	9	-5	-5	2	-3	-0.9	0	0	17	-3.3
12	O=C(CN1C(=O)COc2ccccc21)NCc1ccccn1	13	-7	1	8	-9	0.1	0	6	8	-1.5
13	COC(=O)c1c(C)[nH]c(C(=O)C(C)OC(=O)C2=NNC(=O)CC2)c1C (configuration not stated)	-33	0	0	0	0	1.2	-1	3	13	-2.5
14	COc1ccc(-c2noc(CCC(=O)N3CCN(c4ccc(C(F)(F)F)cc4)CC3)n2)cc1	-14	0	0	4	6	-0.6	3	-5	15	-3.0
15	O=C(/C=C/c1ccccc1Cl)N1CCN(c2ncccn2)CC1	-4	-8	-1	1	-2	2.1	0	-2	-4	0.7
16	CCOC(=O)c1c(NC(=O)CN2C(=O)NC(C)(c3ccc(Cl)cc3)C2=O)sc(C(=O)NC)c1C (configuration not stated)	-7	-3	-4	2	-6	0.8	-3	-2	3	-0.6
17	Cc1ccc2nc(NC(=O)COC(=O)CSc3nc(C)cc(C)n3)sc2c1	-2	19*	-1	5	-5	-2.5	-1	-2	2	-0.3
18	CCc1ccc(S(=O)(=O)NCc2ccc(N3CCN(C)CC3)cc2)cc1	-6	-1	-6	-1	·	1.5	0	2	17	-3.2
19	c1ccc(-c2cn(-c3ccccc3)c3[n+]2CCCS3)cc1	-2	0	2	-2	4	-0.7	0	3	7	-1.4
20	O=C(NCCCN1CCOCC1)c1ccc2c(c1)N(Cc1ccc(Cl)cc1)C(=O)c1ccccc1S2=O (configuration not stated)	-1	-2	-9	5	-3	-1.4	1	2	2	-0.4
21	O=C(Nn1c(O)c(C=C2N=c3ccccc3=N2)sc1=S)c1ccc(Cl)cc1	-3	-10	1	2	-4	-0.2	-1	-1	4	-0.8
22	CC(C)(C)NC(=O)C(c1ccc(F)cc1)N(C(=O)CCC(=O)Nc1ccccn1)C1CCCC1 (configuration not stated)	-8	-29	1	2	-5	1.2	3	0	13	-2.5
23	COC(=O)c1cc(Br)c(=O)n(Cc2ccc3c(c2)OCO3)c1	2	-10	-3	0	1	0.9	-8	-2	10	-1.8
24	CC(=O)N1c2ccc(S(=O)(=O)NCCC(=O)Nc3ccccc3C)cc2CC1C (configuration not stated)	-1	-2	2	-2	0	-0.5	-6	8	0	-0.1
25	c1coc(-c2ccnc(-n3cccc3)n2)c1	-5	5	6	2	-5	0.2	-10	5	3	-0.6
26	CCCc1nnc(NC(=O)CCS(=O)(=O)c2ccccc2)s1	-2	-11	2	3	7	-0.8	-1	-5	12	-1.9
27	CC1Cc2nc(SCC(=O)Nc3ccc4c(c3)OCO4)n(-c3ccc(F)cc3)c(=O)c2S1 (configuration not stated)	-5	-12	5	2	·	0.5	-3	2	6	-1.0
28	COc1ccc(-c2cc(C(F)(F)F)nc(NCc3ccco3)n2)cc1OC	10	-11	0	-1	-3	1.5	-1	0	-50	8.9
29	Cc1c(C)n(C)c2ccc([N+](=O)[O-])cc12	-9	11	0	3	-2	-0.5	0	0	9	-1.6
30	COc1cc(C(=O)Nc2nc(-c3ccc(C)cc3)cs2)ccc1OCC(=O)N1CCOCC1	-18	-6	-1	3	-2	1.0	0	-2	-2	0.3

Some entries already given with just C-LANA FP and Cardiac RTF inh.
no.	structure	C-LANA FP	Cardiac RTF inh
30	COc1cc(C(=O)Nc2nc(-c3ccc(C)cc3)cs2)ccc1OCC(=O)N1CCOCC1	1.0	-6
20	O=C(NCCCN1CCOCC1)c1ccc2c(c1)N(Cc1ccc(Cl)cc1)C(=O)c1ccccc1S2=O (configuration not stated)	-1.4	-2

Other results.
#	mol	HTR5A inv ag	Cardiac RTF inh	V-ATPase pHluor	HTR5A ag ctr	CAL PDZ FP	C-LANA FP	Keap1-Nrf2 PPI	cardiac RTF act	OPRM1-OPRD1 inv	MOR-DOR ag
31	Cc1ccc(N(C(=O)C2CCCO2)C2C=CS(=O)(=O)C2)cc1Cl (configuration not stated)	1	-7	-4	0	0	-0.8	2	-2	12	-2.0
32	Cc1ccc(-c2nnc(-c3ccccc3S(=O)(=O)Cc3ccc(Cl)cc3)o2)cc1	9	-5	6	3	0	0.3	-5	3	-12	2.8
33	C=CCn1c(-c2ccccc2OCC)n[nH]c1=S	5	4	2	-2	-3	5.9	-2	0	10	-2.1
34	CC(C)NC(=S)N1CCN(C(c2ccccc2)c2ccccc2)CC1	26	-13	-4	3	-2	0.0	-2	4	-6	1.3
35	CCC(=O)NC1CCN(C(=S)NC)CC1	-4	-7	-4	2	3	0.6	0	7	5	-1.0
36	O=C(C1CCCN1S(=O)(=O)c1cccc2cccnc12)N1CCc2ccccc2C1 (configuration not stated)	-11	-6	-2	4	2	0.2	-7	5	3	-0.6
37	COc1cc(NC(=O)c2cc(-n3cnnc3)ccc2Cl)cc(OC)c1	4	2	-1	-1	14	0.3	0	4	4	-0.7
38	O=C(Cn1c(=O)oc2ccc(Cl)cc21)Nc1ccon1	-13	-4	-1	0	-4	-1.6	3	-5	28	-5.5
39	Cc1ccc[n+](-c2[nH]c(=O)sc2/C=N/NC(=O)c2ccccc2[O-])c1	3	-2	3	2	-6	6.4	4	3	-2	0.4
40	O=C(Nc1ccc(N2CCN(C(=O)c3ccco3)CC2)cc1)c1ccc(Br)cc1	9	-12	-1	-2	-7	-0.4	-1	1	4	-0.8
41	CC(C)CC(C(=O)O)N1C(=O)C2C3c4ccccc4C(c4ccccc43)[C@@H]2C1=O (some centres not stated)	11	-2	0	-3	-4	-1.8	8	2	3	-0.7
42	O=C(O)CNc1nc(-c2ccccc2)nc2c1oc1ccccc12	-2	6	-5	1	2	0.9	0	0	19	-3.5
43	Cn1c(SCC(=O)Nc2ccc3c(c2)OCO3)nnc1-c1cnccn1	-38	-5	2	-1	-2	-1.4	0	-4	13	-2.2
44	O=C(CN1CCOCC1)Nc1cc(C(F)(F)F)ccc1Cl	-34	1	-1	2	-6	1.1	-7	2	-19	4.1
45	Cc1cnc(NC(=O)Nc2ccc(Cl)cc2)s1	14	6	0	11	·	0.5	-3	-1	-13	2.5
46	O=C(Cc1c(F)cccc1Cl)N1CCN(S(=O)(=O)c2cccs2)CC1	6	-5	-2	-2	2	0.0	1	-6	5	-1.2
47	C=CCOc1ccc2c3c(c(=O)oc2c1)CCCC3	9	-5	0	0	-3	3.4	-2	0	-14	2.5
48	CC(C)C(=O)N1CCN(c2ccccc2NC(=S)NC(=O)c2ccco2)CC1	-15	3	-5	-1	-2	·	-5	-3	2	-0.4
49	Cc1cc(C)c(S(=O)(=O)Nc2ncn[nH]2)c(C)c1	-19	-5	-1	-2	·	-0.9	1	-5	14	-2.0
50	C=CCn1c(N)c(C(=O)NCc2cccnc2)sc1=S	-12	-1	1	1	2	-1.0	2	2	6	-1.2
51	Cc1ccc(S(=O)(=O)N2CCC(Oc3cccc(C(F)(F)F)c3)CC2)cc1	-6	-5	-2	2	-5	-0.6	-1	3	-11	2.5
52	CC(C)(C)c1ccc(-c2noc(CCC(=O)NCc3ccco3)n2)cc1	37	-3	0	1	-1	-1.1	-4	0	1	-0.2
53	O=C(CN1C(=O)c2ccccc2C1=O)c1ccc(F)cc1	1	-4	1	0	-2	1.9	2	-1	13	-2.8
54	CCOc1ccccc1/C=C(/C#N)C(N)=O	3	-1	-3	-1	-7	1.3	-1	-2	6	-1.1
55	CC(C#CCN1CCCCC1)OCCOCc1ccccc1 (configuration not stated)	0	5	1	0	-4	-1.7	-1	-9	10	-1.9
56	CC(=O)Nc1cc2c(cc1[N+](=O)[O-])OCCO2	-35	4	1	-2	·	-0.4	1	-5	13	-2.5
57	Cc1noc(C)c1COc1ccc(CC(=O)NCCc2ccccc2)cc1	-10	-3	-2	-3	108*	0.0	-4	4	18	-3.4
58	O=C(c1ccc(=O)oc1)N1CCN(c2ccc(F)cc2)CC1	-18	-2	1	1	-9	1.2	-1	7	13	-2.2
